SW480 rereplic: A quantitative high throughput screen for small molecules that induce DNA re-replication in SW480 colon adenocarcinoma cells | Potency, µM (highest dose often 46.1 µM), inactives show at the top dose re-replication activation, usual class: activators | AID 624297, 2012 | SW480 DNA re-replication, Hoechst DNA content imaging, 48 h | 1.8% of 340,000 active; further: potency means the concentration at half of the fitted maximal effect; % of control where 0% means no effect; nearly all actives have a fitted effect of over 55% in size
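Quantitative HTS format with DMSO vehicle controls; 48 hr drug incubation at 37 C, then 40 min Hoechst staining and scanning imager measurement at 405 nm excitation.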
HepG2 tox: qHTS for Inhibitors of TGF-b: Cytotox Counterscreen; HepG2 CAGA-GFP viability, ATP luminescence, 18 h; Potency, µM (series often up to 46.1 µM), inactives show top-dose activity change, negative = cytotoxicity, usual class: cytotoxic; 0.76% of 410,000 active; AID 588856, 2011; further: potency means the concentration at half of the fitted maximal effect; some results filed as inactive show a strong effect at the top dose
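HepG2 CAGA-GFP cells (1000/well, DMEM with 1% FBS) received compound, then TGF-beta at 500 pg/mL final, and were incubated 18 hours at 37 degrees C. Viability was read by CellTiter-Glo luminescence. Media-only wells were set as complete cell-killing and DMSO as no toxicity.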
ATXN2 expr inh: Primary qHTS for Inhibitors of ATXN expression; HEK-293 ATXN2-luciferase reporter, luminescence, 24 h; Potency, µM (highest dose often 57 µM), for the others: at the highest dose activity change, negative = inhibition, most hits filed as inhibitors; 0.72% of 360,000 active; AID 1745845, 2022; further: potency means the concentration at half of the fitted maximal effect; on the % scale 0 is the no-effect control and ±100 the full control effect; nearly all actives have a fitted effect of over 55% in size
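ATXN2-luciferase reporter cells (luciferase flanked by upstream and downstream ATXN2 gene portions) were treated 24 h at 37 °C with compounds at up to 57 uM. SteadyGlo luminescence gave expression; GF-AFC fluorescence gave viability.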
HT1080-NT tox: qHTS for induction of synthetic lethality in tumor cells producing 2HG: qHTS for the HT-1080-NT fibrosarcoma cell line; HT-1080-NT fibrosarcoma viability, CellTiter-Glo ATP luminescence, 48 h; Potency, µM (series often up to 46.1 µM), for the others: at the top dose activity, negative = less viability, hits mostly cytotoxic; 1.6% of 360,000 active;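 further: NT is the 2HG producing partner of a matched IDH1 knockdown line; potency means the concentration at half of the fitted maximal effect; 0% = DMSO-treated cells and -100% = media-only wells without cells; nearly all actives have a fitted effect of over 55% in size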
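750 cells/well, RPMI + 5% FBS; 2 h settle, compound pin-transfer, 48 h at 37 degrees C. CellTiter-Glo 10 min RT, luminescence. Normalized to DMSO and media-only wells.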
KB-3-1 tox: qHTS assay for MDR1-selective chemotherapeutics: Primary screen using the parental adenocarcinoma cell KB-3-1. KB-3-1 viability, CellTiter-Glo ATP luminescence, 72 h. Potency, µM (highest dose often 46.1 µM), without a hit: top-dose activity change, negative = cytotoxic, most hits filed as cytotoxic. 1.4% of 400,000 active. AID 1347075, 2019; further: potency means the concentration at half of the fitted maximal effect; on the % scale 0 is the no-effect control and ±100 the full control effect; nearly all actives have a fitted effect of over 60% in size
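Cytotoxicity measured as CellTiter-Glo luminescence after 72 h at 37 C. Compound titrations were pinned onto drug-naive KB-3-1 parental adenocarcinoma cells grown in DMEM with 10% FBS, and normalized data fitted to concentration-response curves.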
HT1080 IDH1KD tx: qHTS for induction of synthetic lethality in tumor cells producing 2HG: qHTS for the HT-1080-IDH1KD cell line | Potency, µM (titrated, usually from 46.1 µM), for the others: top-dose activity, negative = toxicity, usual class: cytotoxic | HT-1080 IDH1 knockdown viability, ATP luminescence, 48 h | AID 686971, 2013 | 2% of 360,000 active;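 further: potency means the concentration at half of the fitted maximal effect; 0% = DMSO wells and -100% = cell-free medium wells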
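Luminescent ATP read-out (CellTiter-Glo, 10 min at room temperature) after 48 h compound exposure at 37 °C gave viability of IDH1-knockdown HT-1080 cells. Activity was normalised to DMSO and cell-free wells, then fitted as concentration-response curves.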
MCF10A rereplic: A quantitative high throughput screen for small molecules that induce DNA re-replication in MCF 10a normal breast cells. 2.9% of 350,000 active. MCF 10A DNA re-replication, Hoechst nuclear intensity, 48 h. Potency, µM (titrated, usually from 46.1 µM), for the others: top-dose activity, positive = re-replication, most hits filed as activators; further: potency means the concentration at half of the fitted maximal effect; % of control where 0% means no effect; nearly all actives have a fitted effect of over 50% in size
IL-1B inflam inh: qHTS for Inhibitors of Inflammasome Signaling: IL-1-beta AlphaLISA Primary Screen. THP-1 LPS/ATP IL-1B secretion, AlphaLISA, 16 h; hits give low values. activity change, % at 57.5 µM. 4.7% of 360,000 active. AID 743279, 2014; in the data active means activity change below about -50%; inconclusive means mostly about -30% to -49%; further: on the % scale 0 is the no-effect control and ±100 the full control effect
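Secreted IL-1B measured by AlphaLISA bead assay after 16 h compound exposure of THP-1 cells; compounds (final up to 57.5 uM) added 1 h before LPS (250 ng/mL) and ATP (1.25 mM) stimulation; lower signal means less secretion.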
ATXN viability: Viability Counterscreen for Primary qHTS for Inhibitors of ATXN expression | 0.49% of 400,000 active | Potency, µM (doses to about 56.7 µM), hits mostly cytotoxic | S2 cells (HEK-293 line with an ATXN2-luciferase reporter) viability, CellTiter-Fluor protease fluorescence, 24 h | AID 651635, 2014; further: potency means the concentration at half of the fitted maximal effect; nearly all actives have a fitted effect of over 40% in size
Numbers without * were called inactive; i = inactive; u = inconclusive; x = no result given; [ ] = another dose, or the depositor's remark. Unless noted, the call rests on the fitted dose curve; in most records, active means well fitted curve in the direction sought with a large enough effect; inconclusive means small, poorly fitted or top-dose-only effect, or another doubt; inactive means no such curve, though single readings can be large; an effect the other way counts as inactive or inconclusive.

Every second line gives: SW480 rereplic	HepG2 tox	ATXN2 expr inh	HT1080-NT tox	KB-3-1 tox	HT1080 IDH1KD tx	MCF10A rereplic	IL-1B inflam inh	ATXN viability
CN(CC(=O)Nc1cccc(F)c1)CC(=O)Nc1cccc([N+](=O)[O-])c1
 : 0%	-2%	-16%	-21%	0%	-2%	0%	u	u
C=CCN(C(=O)CCC(=O)Nc1cc(C)on1)C(C(=O)NC1CCCC1)c1ccc(OC)c(OC)c1 (configuration not stated)
 : -5%	12%	-8%	11%	15%	1%	-4%	13	i
CCOc1ccc(-c2c(C(=O)N/N=C/c3ccccc3)nnn2-c2nonc2N)cc1
 : 13%	0%	-20%	-1%	20%	-1%	13%	5	i
O=C(COC(=O)Cc1c(F)cccc1Cl)NC1CCS(=O)(=O)C1 (configuration not stated)
 : 9%	39%	-10%	-1%	13%	-8%	5%	-3	i
CC(C)Cn1c(C2CC(=O)N(c3ccccc3Cl)C2)nc2ccccc21 (configuration not stated)
 : x	-5%	1%	x	14%	x	x	x	i
C/C(=N\NC(=O)c1c(Cl)c(C)nn1C)c1ccc(NC(=O)C2CCC2)cc1
 : 1.8µM*	1%	-19%	1.6µM*	1µM*	0.82µM*	u	101	i
COC(=O)c1ccc(C)c(NC(=O)c2nn(C)c(=O)c3ccccc23)c1
 : -7%	0%	-18%	1%	7%	6%	u	19	i
O=C1OCCN1C(=O)[C@H]1[C@H](c2ccccc2)C(c2ccc(F)cc2)=NN1c1ccccc1
 : u	-28%	-8%	-5%	0%	-9%	u	u	x
COc1ccc(S(=O)(=O)N2CCCN(CC(=O)Nc3ccc(OC)cc3OC)CC2)cc1
 : x	1%	0%	x	-4%	x	x	x	u
Cc1cccc(-n2ncc3c(NCc4ccco4)ncnc32)c1
 : u	2%	46%[activator]	u	u	u	16µM*	-9	i
Cc1cc2oc(=O)sc2cc1NS(=O)(=O)c1ccccc1
 : 0%	-36%	0%	u	-15%	u	u	3	i
O=C(NCc1cccc(Cl)c1)c1cc2c(s1)-c1ccccc1OC2
 : x	-20%	u	x	u	x	x	x	i
CCOC(=O)c1c(C)oc2nc(C)nc(NCc3ccccc3OCC)c12
 : x	2%	7%	x	-15%	x	x	x	i
O=C(CCCCC(=O)NCCCc1ccccc1)NCCCc1ccccc1
 : 0%	5%	x	3%	4%	10%	8%	2	u
CC(=O)c1cccn1S(=O)(=O)c1ccccc1
 : -10%	7%	1%	4%	u	0%	-10%	0	i

Rewritten as labelled records: part of the list above.
Cc1cc2oc(=O)sc2cc1NS(=O)(=O)c1ccccc1
  SW480 rereplic: 0% | HepG2 tox: -36% | ATXN2 expr inh: 0% | HT1080-NT tox: u | KB-3-1 tox: -15% | HT1080 IDH1KD tx: u | MCF10A rereplic: u | IL-1B inflam inh: 3 | ATXN viability: i
O=C(NCc1cccc(Cl)c1)c1cc2c(s1)-c1ccccc1OC2
  SW480 rereplic: x | HepG2 tox: -20% | ATXN2 expr inh: u | HT1080-NT tox: x | KB-3-1 tox: u | HT1080 IDH1KD tx: x | MCF10A rereplic: x | IL-1B inflam inh: x | ATXN viability: i

The main list resumes, starting 2 compounds before the break.
Every second line gives: SW480 rereplic	HepG2 tox	ATXN2 expr inh	HT1080-NT tox	KB-3-1 tox	HT1080 IDH1KD tx	MCF10A rereplic	IL-1B inflam inh	ATXN viability
O=C(CCCCC(=O)NCCCc1ccccc1)NCCCc1ccccc1
 : 0%	5%	x	3%	4%	10%	8%	2	u
CC(=O)c1cccn1S(=O)(=O)c1ccccc1
 : -10%	7%	1%	4%	u	0%	-10%	0	i
O=C(NNC(=O)C12CC3CC(CC(C3)C1)C2)c1ccncc1
 : -8%	9%	4%	1%	8%	4%	-31%[inhibitor]	21	i
COC(=O)C1CCN(C(=O)c2ccc3nc(-c4cccc(OC)c4)oc3c2)CC1
 : 6%	-30%	28%	10%	12%	11%	4%	8	i
CC(C)Cn1c(=O)c2sccc2n2c(CCCC(=O)NC3CCN(Cc4ccccc4)CC3)nnc12
 : 4%	16%	-24%	0%	-7%	17%	5%	10	u
CCOC(=O)N1CCN(CC(=O)N2CCC(C(N)=O)CC2)CC1
 : 2%	9%	0%	15%	-4%	2%	0%	5	i
COC(=O)Cc1c(OC)ccn(CCc2c[nH]c3ccccc23)c1=O
 : 1%	12%	43%[activator]	8%	-1%	3%	-14%	-7	i
CCC(C(=O)N1CCN(S(C)(=O)=O)CC1)c1ccccc1 (configuration not stated)
 : 3%	2%	1%	12%	2%	-3%	0%	18	i
CCOC(=O)C1=C(COC(=O)COc2ccc(C(=O)CC)cc2)NC(=O)NC1C (configuration not stated)
 : -7%	0%	6%	2%	11%	11%	-2%	5	i
CCCOc1ccc(C(=O)NNC(=S)NC(=O)c2ccco2)cc1
 : -5%	-7%	u	u	9.2µM*	23µM*	4%	-4	i
Cc1ccc(NC(=O)CN(C)C(=O)COC(=O)c2ccc(NC(=O)CC#N)cc2)cc1
 : 2%	-4%	-6%	4%	x	5%	u	-2	i
COc1ccc(C(NC(=O)C(C)C)c2c(O)ccc3ccccc23)cc1 (configuration not stated)
 : u	-25%	-13%	u	u	u	18µM*	8	u
COc1ccc(C2C(CC(=O)O)=C(Nc3ccccc3)C(=O)N2c2ccccc2)cc1 (configuration not stated)
 : 6%	1%	x	-6%	-6%	0%	-2%	8	i
CC1=C(C(=O)Nc2cccc(F)c2)C(c2ccsc2)C2=C(CC(C)(C)CC2=O)N1 (configuration not stated)
 : x	-2%	-21%	u	2.9µM*	2.1µM*	5.8µM*	48	u
CCCC(C(=O)NCC1CCCO1)N(Cc1ccco1)C(=O)CNS(=O)(=O)c1ccccc1 (configuration not stated)
 : -2%	2%	20%	5%	-15%	8%	0%	-4	i
COc1ccc(NC(=O)c2ccc[n+]([O-])c2)cc1
 : -5%	8%	-1%	12%	21%	16%	0%	14	i
O=C(OCc1nc2ccccc2s1)c1cnccn1
 : -6%	2%	40%[activator]	3%	8%	2%	0%	38	i

More results
SMILES	SW480 rereplic	HepG2 tox	ATXN2 expr inh	HT1080-NT tox	KB-3-1 tox	HT1080 IDH1KD tx	MCF10A rereplic	IL-1B inflam inh	ATXN viability
Cn1c(N)c(C(=O)COC(=O)c2cnc(Cl)c(Cl)c2)c(=O)n(C)c1=O	13%	-2%	-12%	9%	11%	13%	2%	-2	i
O=C(CCn1nnc2ccccc21)Nc1nnc(COc2ccccc2F)s1	-11%	-13%	4%	-6%	11%	-5%	0%	37	i
CN(C)C(CNC(=O)CNC(=O)c1ccc(Br)cc1)c1ccccc1 (configuration not stated)	2%	3%	-9%	-3%	-3%	-7%	-3%	x	i
Cc1[nH]n(C(N)=S)c(=O)c1N=Nc1ccc(S(=O)(=O)N2CCCC2)cc1	-5%	-12%	-1%	7%	u	3%	9%	-15	u
COc1ccc(-n2c(O)c(C=NC3CC3)c(=O)[nH]c2=O)cc1	1%	2%	-5%	-6%	1%	-4%	-11%	28	i
CC(Oc1ccccc1)C(=O)N(CCC1=CCCCC1)c1c(N)n(Cc2ccccc2)c(=O)[nH]c1=O (configuration not stated)	u	-80%	-3%	23µM*	0%	u	u	i	i
CC(C)OC(=O)c1c(-c2ccc(C(C)C)cc2)csc1NC(=O)C1CCCO1 (configuration not stated)	13%	-32%	33%	-1%	u	0%	18µM*	16	i
Cc1cccc(NC(=O)CSc2nnc(-c3cccs3)o2)c1	x	-28%	86%[activator]	x	-23%	x	x	x	i
CC(=O)OC1CCC2(C)C3CCC4(C)C(C(C)=O)CCC4C3CC3OC32C1 (configuration not stated)	u	-2%	-7%	17%	u	18%	-1%	-2	i
Cc1ccc(S(=O)(=O)NC(=O)N2CCCN(Cc3ccc(F)cc3)CC2)cc1	1%	16%	10%	-7%	4%	-1%	2%	22	i
Cc1cc(N/N=C/c2c(O)ccc3ccccc23)nc(-c2ccccc2O)n1	13µM*	-20%	u	u	u	u	3.3µM*	27	i
CCc1nc2ccc(C(=O)N3CCN(S(=O)(=O)CC)CC3)cn2c1N(C)CCC(C)C	x	3.2µM*	5%	-2%	0%	6%	x	1	i
COc1cc(C2c3c(-c4c(C)cc(C)cc4O)n[nH]c3C(=O)N2Cc2ccco2)cc(OC)c1OC (configuration not stated)	x	-14%	-5%	x	14%	x	x	x	i
COc1ccc(/C=N/NC(=O)c2c(C)nc3ccc(Cl)cn23)cc1OC	u	2%	x	u	u	-6%	-5%	49	x
CC(=O)OCC1CCCC2=C(C)C(=O)CCC21COC(C)=O (configuration not stated)	-4%	3%	10%	6%	2%	4%	0%	4	u
O=c1cc(CN2CCOCC2)c2cc(Cl)c(O)cc2o1	-13%	1%	x	7%	2%	5%	-8%	-3	x
c1ccc(-n2nnnc2Oc2cccc3cccnc23)cc1	-4%	-34%	3%	7.9µM*	-9%	u	6%	3	i

Single values from the results shown.
O=C(CCn1nnc2ccccc21)Nc1nnc(COc2ccccc2F)s1 @ HepG2 tox: -13%
COc1ccc(-n2c(O)c(C=NC3CC3)c(=O)[nH]c2=O)cc1 @ SW480 rereplic: 1%
